From PubChem BioAssay
NPSR antag – neuropeptide S receptor (human) antagonism, cAMP; Q6W5P4; CHO-NPSR cells, cAMP TR-FRET, antagonist mode; Potency, µM (titrated, usually from 38.3 µM), for inactives: top-dose activity change, negative = inhibition, actives largely listed as inhibitors; 220,000 compounds, 1% hits; further: potency means the concentration at half of the fitted maximal effect; on the % scale 0 is the no-effect control and ±100 the full control effect; nearly all actives have a fitted effect of over 50% in size; many of its hits are not listed in these tables
Target sequence (Q6W5P4 whole entry, looked up): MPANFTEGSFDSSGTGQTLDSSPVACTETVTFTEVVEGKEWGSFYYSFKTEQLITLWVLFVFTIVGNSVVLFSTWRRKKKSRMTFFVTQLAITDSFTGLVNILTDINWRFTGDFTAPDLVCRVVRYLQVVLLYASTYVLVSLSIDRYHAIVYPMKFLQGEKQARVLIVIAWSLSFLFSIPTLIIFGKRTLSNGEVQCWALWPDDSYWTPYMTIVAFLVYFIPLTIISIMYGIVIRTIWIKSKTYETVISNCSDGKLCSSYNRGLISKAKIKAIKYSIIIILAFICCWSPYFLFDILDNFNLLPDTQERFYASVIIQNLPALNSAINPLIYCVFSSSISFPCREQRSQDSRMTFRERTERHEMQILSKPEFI
Epigenetic reg – derepresses silenced GFP reporter in murine cells; murine LDR cells, GFP reporter derepression, 30 h; Potency, µM (series often up to 53.9 µM), inactives show top-dose GFP activation, most hits filed as activators; 280,000 compounds, 0.2% hits; further: potency means the concentration at half of the fitted maximal effect; % of control where 0% means no effect; nearly all actives have a fitted effect of over 60% in size
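Reporter derepression read as number of fluorescent GFP-positive objects, 20-120 um in size, counted by laser-scanning cytometer. Mouse LDR line with an epigenetically silenced CMV-GFP locus; compound incubation 30 h, 37 C.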
CBFb-RUNX1 inh – inhibitors of human CBF-beta and RUNX1 interaction; AlphaScreen CBFb-His/RUNX1-biotin binding, biochemical; AID 1477; 230,000 tested, under 10 active; Potency, µM (highest dose often 59.8 µM), for the others: at the top dose activity, negative = inhibition, most hits filed as inhibitors; further: % of control where 0% means no effect
Target sequence (Q01196 whole entry, looked up): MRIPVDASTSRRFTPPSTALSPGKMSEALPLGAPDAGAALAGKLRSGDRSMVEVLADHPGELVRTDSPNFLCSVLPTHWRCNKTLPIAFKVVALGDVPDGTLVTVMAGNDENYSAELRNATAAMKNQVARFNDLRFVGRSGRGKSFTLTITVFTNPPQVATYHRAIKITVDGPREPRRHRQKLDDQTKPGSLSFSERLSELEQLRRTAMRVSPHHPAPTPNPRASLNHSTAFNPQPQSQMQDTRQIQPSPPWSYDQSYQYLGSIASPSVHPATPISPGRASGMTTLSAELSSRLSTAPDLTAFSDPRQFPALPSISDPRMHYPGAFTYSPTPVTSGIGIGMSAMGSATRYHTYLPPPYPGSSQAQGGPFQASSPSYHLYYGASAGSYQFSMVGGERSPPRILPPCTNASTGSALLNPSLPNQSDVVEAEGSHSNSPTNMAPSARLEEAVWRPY
Target sequence (Q13951 whole entry, looked up): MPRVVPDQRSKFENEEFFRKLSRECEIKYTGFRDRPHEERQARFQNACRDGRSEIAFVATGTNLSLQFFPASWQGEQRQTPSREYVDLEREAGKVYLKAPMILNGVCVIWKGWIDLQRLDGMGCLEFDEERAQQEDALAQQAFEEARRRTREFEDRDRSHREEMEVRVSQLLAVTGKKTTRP
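Proteins preincubated together for 20 min at RT before compound addition; 15 min later, nickel and streptavidin beads were added and left 90 min prior to AlphaScreen measurement.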
KinaseGlo FLuc – Kinase-Glo luciferase inhibition (counter-screen); Q27757; Kinase-Glo luciferase, ATP luminescence, 8 min; Potency, µM (doses to about 38.3 µM), for inactives: at the highest dose activity change, negative = inhibition, usual class: inhibitors; 200,000 compounds, 0.28% hits; further: potency means the concentration at half of the fitted maximal effect; on the % scale 0 is the no-effect control and ±100 the full control effect; nearly all actives have a fitted effect of over 60% in size
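Substrate mix (final 50 mM imidazole pH 7.2, 50 mM KCl, 7 mM MgCl2, 10 uM ATP, 0.01% Tween 20, 0.05% BSA) plus pin-tool compound, then Kinase-Glo detection mix; 8 min ambient, luminescence read.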
HttQ103 aggreg – mutant huntingtin aggregation inhibition; PC12 HttQ103-GFP aggregates, Acumen cytometry, 40 h; Potency, µM (top dose mostly 46.1 µM), for inactives: at the top dose activity change, negative = inhibition, most hits filed as inhibitors; 220,000 compounds, 1.1% hits; AID 1688; further: potency means the concentration at half of the fitted maximal effect; on the % scale 0 is the no-effect control and ±100 the full control effect; nearly all actives have a fitted effect of over 60% in size
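PC12 cells with ecdysone-inducible HTT exon1 Q103-GFP, induced by 100 nM tebufenozide, given compounds in a concentration series. GFP aggregates (1–25 um, 6 SD above background) counted in lysates by laser-scanning cytometry, 488 nm excitation.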
L3MBTL1 block – L3MBTL1 (human) inhibition; AID 485360; AlphaScreen L3MBTL1–H3K9me1 peptide binding; Q9Y468; Potency, µM (doses to about 57.1 µM), without a hit: top-dose activity, negative = inhibition, usual class: inhibitors; 230,000 compounds, 0.66% hits; further: potency means the concentration at half of the fitted maximal effect; on the % scale 0 is the no-effect control and ±100 the full control effect; nearly all actives have a fitted effect of over 60% in size
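Displacement of a biotinylated histone H3(1-15) peptide monomethylated at Lys9 (75 nM) from L3MBTL1 (50 nM) was measured by AlphaScreen after a 30 min room-temperature compound incubation; cefsulodin titration served as intraplate control.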
IMPase Li inh – membrane-permeable IMPase blocker, potentiated with lithium. CHO-M1 cells, IP1 TR-FRET (IP-One), carbachol + lithium. Potency, µM (top dose mostly 59.4 µM), without a hit: at the highest dose activity, negative = IMPase inhibition, hits mostly inhibitors. 210,000 compounds, 0.35% hits;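 further: IP1 builds up when IMPase is blocked and the TR-FRET signal falls; potency means the concentration at half of the fitted maximal effect; plate controls were basal vehicle for no effect and high inhibitor control for full effect; nearly all actives have a fitted effect of over 50% in size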
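Lithium-sensitised IP1 accumulation assay; M1-expressing CHO cells treated 30 min at 37C with compound. Competitive antibody detection by time-resolved FRET followed a 10 min room-temperature lysis step.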
Numbers without * were called inactive; ? = inconclusive; . = not tested or not shown; & = joins results of further samples; [ ] = dose if it differs, or a comment. The call rests on the fitted dose curve; in most records, active means well fitted curve in the direction sought with a large enough effect; inconclusive means small, poorly fitted or top-dose-only effect, or another doubt; inactive means no such curve, though single readings can be large; an effect the other way counts as inactive or inconclusive. An excerpt, so the mix of outcomes need not match the whole.

entry	mol	NPSR antag	Epigenetic reg	CBFb-RUNX1 inh	KinaseGlo FLuc	HttQ103 aggreg	L3MBTL1 block	IMPase Li inh
1	COc1ccc2c(c1OC)C(=O)OC2Nc1nc(-c2cc3cc(Br)ccc3oc2=O)cs1 (configuration not stated)	-18%	1.1%	?	.	31%[9.22 µM]	.	.
2	NS(=O)(=O)c1ccc(N/N=C/c2ccc[nH]2)c([N+](=O)[O-])c1	58%	1.3%	?	.	-4%[9.22 µM]	-23%	.
3	COc1ccc(C(=O)Nc2nnc(CCS(=O)(=O)c3ccc(C)cc3)s2)cc1	-34%	0.0%	1%	-3%	9%	-1%	?
4	Cc1cc(C)n2c(SCC(=O)Nc3ccc(F)cc3)nnc2n1	-18%	11%	16%	.	16%[9.22 µM]	-7%	.
5	CS(=O)(=O)N(Cc1ccc(Cl)cc1)c1ccc(C(=O)N/N=C/c2cc3ccccc3nc2Cl)cc1	-26%	1.1%	4%	2%	3%	3%	-1%
6	CC(C)(C)NCCOc1ccc2ccccc2c1	16%	13%	-2%	-2%	25%	6%[11.4 µM]	-4%
7	COc1cc(CNCCc2c[nH]c3ccccc23)ccc1OCc1ccccc1F	?	0.0%	-16%	-4%	-12%	-15%	-27%[38.3 µM]
8	CC(=O)c1c(C)[nH]c(C(=O)OCC(=O)NCCC(C)C)c1C	6%	-0.4%	9%	-2%	-27%	-17%	-1%
9	Cc1ccc2nc(-c3ccccc3N)[nH]c2c1	35%	-0.8%[10.1 µM]	-8%	-30%	19%[9.22 µM]	-7%	-12%
10	CCC(CC)C(=O)c1c[nH]c(C(=O)NN)c1	0%	3.8%	1%	-2%	12%	-7%	-1%
11	COC(=O)c1ccc(-c2nc(-c3ccc(Br)o3)no2)cc1	7%[46.1 µM]	5.6%	-1%	-12%	14%	-4%	-20%[38.3 µM]
12	O=C(O)c1ccccc1N(Cc1ccccc1)C(=O)CO/N=C/c1ccccc1	8%	-1.1%	-3%	2%	1%	8%	6%
13	Cc1cc(C)cc(NC(=S)NCC2CCCO2)c1 (configuration not stated)	0%[46.1 µM]	0.9%	2%	12%	17%	0%	-19%[38.3 µM]
14	NC(=O)C1CCN(C(=O)c2ccc3nc(N4CCCCC4)sc3c2)CC1	16%	5.1%	6%	.	14%[9.22 µM]	.	.
15	CCN1CCN(C(=O)CN(CCc2ccccc2)S(C)(=O)=O)CC1	8%[46.1 µM]	1.6%	-3%	0%	1%	.	21%[38.3 µM]
16	CCOCCCn1c(=N)c(C(=O)NCCN2CCOCC2)cc2c(=O)n3cccc(C)c3nc21	-5%[46.1 µM]	0.0%	5%	.	-10%	7%	.
17	COc1ccc(OC)c(CNC(=O)Cc2c(C(=O)O)[nH]c3ccccc23)c1	-16%[46.1 µM]	1.1%	3%	-3%	?	1%	11%[38.3 µM]
18	O=C(Nc1cccnc1)c1cc(-c2ccc(Cl)cc2)on1	7%	-2.8%&0.0%	-2%	1%	-15%	.	-7%
19	COc1c(O)cc2c(-c3ccccc3)cc(=O)oc2c1OC	.	1.3%	.	-2%	.	.	-6%
20	COc1ccc(Cc2n[nH]c(=O)c3ccccc23)cc1OC	-9%[46.1 µM]	-1.9%	-1%	3%	12%	7%	-1%[38.3 µM]

Remaining list, next part:
entry	mol	NPSR antag	Epigenetic reg	CBFb-RUNX1 inh	KinaseGlo FLuc	HttQ103 aggreg	L3MBTL1 block	IMPase Li inh
21	NNC(=O)c1ccc(CSc2cccc3cccnc23)cc1	6%	-1.6%	-8%	-1%	-1%	-11%	-4%
22	COc1ccc(NC(=O)CN2C(=O)c3ccccc3Sc3ccc(C(=O)N4CCOCC4)cc32)c(OC)c1	-35%	2.3%&0.0%	-8%	1%	-7%	.	5%
23	O=[N+]([O-])c1cccc(-n2nnnc2CNCc2ccccc2)c1	2%	-1.0%	-4%	.	-7%[9.22 µM]	.	.
24	CCOC(=O)c1c(C)n(OCc2ccccc2)c2ccc3c(no[n+]3[O-])c12	-28%[46.1 µM]	0.9%	2%	-1%	-30%	1%	30%[activator][38.3 µM]
25	Cc1cc(-c2ccc(N3CCOCC3)cc2)nc2ccccc12	-10%[46.1 µM]	14%	0%	.	11%	24%	.
26	Cc1c(-c2ccccn2)c(=O)[nH]n1-c1ccc(F)cc1	4%	-3.6%	10%	-2%	27%[9.22 µM]	-19%	7%
27	CCS(=O)(=O)Nc1ccc(C2=NN(C(C)=O)C(c3cccs3)C2)cc1 (configuration not stated)	-17%	4.8%	2%	0%	-12%	.	-3%
28	Brc1cnc2nc[nH]c2c1	9%	1.1%	15%	.	14%[9.22 µM]	.	.
29	O=C(COc1ccccc1)N1CCN(C(=O)c2ccco2)CC1	-1%[46.1 µM]	8.7%	2%	1%	7%	.	9%[38.3 µM]
30	O=C(O)CCNS(=O)(=O)c1ccc(Oc2ccccc2Cl)cc1	1%[46.1 µM]	0.8%	-2%	-1%	1%	.	31%[38.3 µM]
31	COc1ccccc1-c1nc(NCc2cnc(C)cn2)c2ccccc2n1	.	1.4%	.	-1%	.	.	28%
32	COC(=O)CN1C(c2cccc(Cl)c2)=Nc2ccc(Cl)cc2C1c1ccccc1 (configuration not stated)	?	0.9%	2%	.	18%	-5%	.
33	CCOC(=O)c1cc(-c2ccco2)nn1-c1ccc(C)cc1	-12%	-1.5%	-1%	1%	18%	-25%	13%
34	Cc1nc([N+](=O)[O-])cn1CC(O)c1ccc(-c2ccccc2)cc1 (configuration not stated)	-6%	-0.1%	6%	.	-24%[9.22 µM]	.	.
35	CCc1nnc(NC(=O)CSc2nnc(Cc3ccc(OC)cc3)o2)s1	-5%[46.1 µM]	1.0%	1%	1%	-6%	.	10%[38.3 µM]
36	COc1ccc(C(=O)/C=C/Nc2ccc(NC(C)=O)cc2)cc1OC	-15%[46.1 µM]	0.0%	-1%	-1%	-11%	-3%	-2%[38.3 µM]
37	O=C(CCCN1C(=O)CCC1=O)Nc1ccccc1F	-12%[46.1 µM]	2.3%	-4%	-3%	18%	.	4%[38.3 µM]
38	O=C1CS/C(=N/N=C2C3CC4CC(C3)CC2C4)N1	-2%[46.1 µM]	0.9%	-11%	.	-11%	12%	.
39	Cn1c(CN2CCCCC2)c(C#N)c2ccccc21	-16%[46.1 µM]	-0.7%	1%	-1%	-9%	2%	4%[38.3 µM]
40	Cc1ccc(S(=O)(=O)N[C@@H](Cc2ccccc2)C(=O)CCl)cc1	20µM*	?	23%&5%&11%	-9%&0%	?	2%	35%&4%&20%[activator]

Next section, starting with the last 2 of the part before.
entry	mol	NPSR antag	Epigenetic reg	CBFb-RUNX1 inh	KinaseGlo FLuc	HttQ103 aggreg	L3MBTL1 block	IMPase Li inh
39	Cn1c(CN2CCCCC2)c(C#N)c2ccccc21	-16%[46.1 µM]	-0.7%	1%	-1%	-9%	2%	4%[38.3 µM]
40	Cc1ccc(S(=O)(=O)N[C@@H](Cc2ccccc2)C(=O)CCl)cc1	20µM*	?	23%&5%&11%	-9%&0%	?	2%	35%&4%&20%[activator]
41	CCCNC(=O)CC1C(=O)N(Cc2ccccc2)C(C)c2nc3ccccc3n21 (configuration not stated)	2%[46.1 µM]	-1.0%	2%	-4%	14%	.	18%[38.3 µM]
42	Cc1noc(C)c1COC(=O)c1ccc2c(c1)S(=O)(=O)c1ccccc1C2=O	-12%[46.1 µM]	-1.6%	-3%	-4%	4%	-6%	-12%[38.3 µM]
43	COc1ccc(C/C(C)=N\NC(=O)c2c[nH]c3ccccc23)cc1OC	13%	-0.1%	5%	.	7%[9.22 µM]	-8%	.
44	CC(OC(=O)CNC(=O)C12CC3CC(CC(C3)C1)C2)C(=O)Nc1ccc(N2CCOCC2)cc1 (configuration not stated)	-11%[46.1 µM]	-1.5%	-6%	4%	-8%[9.22 µM]	.	-2%[38.3 µM]
45	CCSc1nnc(NC(=O)C(CC)(C(F)(F)F)C(F)(F)F)s1	-20%[46.1 µM]	3.6%	-2%	1%	-13%[9.22 µM]	.	18%[38.3 µM]
46	O=C(Nc1ccncc1NC(=O)c1cccc([N+](=O)[O-])c1)c1cccc([N+](=O)[O-])c1	11%	1.1%	13%	0%	-4%	.	-12%
47	O=C(NC1CCc2ccccc21)C12CN(Cc3ccccc3)CC1C(c1cccc([N+](=O)[O-])c1)=NO2 (configuration not stated)	-29%[46.1 µM]	-0.9%	2%	0%	?	-9%	4%
48	O=C(Nc1ccc(N2CCOCC2)cc1)c1cccc(S(=O)(=O)N2CCC(Cc3ccccc3)CC2)c1	-13%[46.1 µM]	0.0%	3%	17%	-1%	.	40%[activator][38.3 µM]
49	Cc1ccccc1-n1c(SCc2cccc(F)c2)nc2[nH]ncc2c1=O	-26%[46.1 µM]	0.0%	-8%	6%	24%	-4%	13%
50	COc1cc(/C=C(/C(=O)c2cccs2)c2nc3ccccc3[nH]2)cc(OC)c1O	13µM*	0.0%	1%	?	-17%[9.22 µM]	.	89%[activator][38.3 µM]
51	COc1ccc(S(=O)(=O)N2CCOCC2)cc1NC(=O)COC(=O)c1ccc(C)s1	-11%	-1.3%	7%	0%	-9%	6%	31%[activator]
52	CCC(CC)C(=O)Nc1cc([N+](=O)[O-])ccc1Cl	14%	-0.9%	3%	-1%	23%	2%	6%
53	CCOC(=O)N1CCN(C(=O)c2cc3c(ccc4ccccc43)oc2=O)CC1	-2%[46.1 µM]	-4.2%	6%	.	-8%	5%	.
54	C=CCn1ccc2c([N+](=O)[O-])cccc2c1=O	5%	2.2%	12%	3%	-10%	18%	-18%
55	CCOC(=O)c1c(C(F)(F)C(F)(F)C(F)(F)C(F)(F)F)n[nH]c1C	1%[46.1 µM]	-0.2%	-2%	-6%	1%	.	9%[38.3 µM]
56	O=S(=O)(Nc1cccc(CCc2ccccn2)c1)c1ccc2ccccc2c1	?	-2.0%	-18%	-10%	?	-1%	15%[38.3 µM]
57	CC(=O)Oc1ccc2c(C)cc(=O)[nH]c2c1	-28%[46.1 µM]	-0.4%	-5%	13%	-5%	1%	-25%[38.3 µM]
58	O=C(N/N=C/c1cc(Br)c(Br)o1)c1cccnc1	-9%	0.0%	-2%	-2%	-3%	?	-5%
59	CN1CCN(C(=O)C2CC(=O)N(c3ccc(F)c(Cl)c3)C2)CC1 (configuration not stated)	-2%[46.1 µM]	0.0%	0%	15%	-2%	7%	6%[38.3 µM]
